SENP8 inh = blocks the human protease SENP8 | purified SENP8, Z-RLRGG-aminoluciferin cleavage, luminescence | 1.2% of 330,000 active | AID 2540 | Q96LD8 | inhibition, % at 10 µM
Target sequence (Q96LD8 whole entry, looked up): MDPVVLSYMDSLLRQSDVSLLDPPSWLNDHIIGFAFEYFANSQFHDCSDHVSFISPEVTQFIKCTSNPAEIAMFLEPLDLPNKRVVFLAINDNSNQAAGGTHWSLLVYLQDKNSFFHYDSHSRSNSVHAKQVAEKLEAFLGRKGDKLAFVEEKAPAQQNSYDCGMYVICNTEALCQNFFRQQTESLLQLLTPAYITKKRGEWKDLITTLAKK
697 NFkB inh = inhibitors of the PMA/ionomycin-induced NF-kB reporter in 697 B cells; inhibition, % at 4 µM; 0.33% of 330,000 active; 697 B-cell NF-kB luciferase reporter, 16 h; in the data active means inhibition above about 35%
UBC13 polyUb = blocks human UBC13 polyubiquitin chain formation; inhibition, % at 20 µM; 0.47% of 330,000 active; TR-FRET; P61088; in the data active means inhibition above about 45%, passing the limit was not always enough
Target sequence (P61088 whole entry, looked up): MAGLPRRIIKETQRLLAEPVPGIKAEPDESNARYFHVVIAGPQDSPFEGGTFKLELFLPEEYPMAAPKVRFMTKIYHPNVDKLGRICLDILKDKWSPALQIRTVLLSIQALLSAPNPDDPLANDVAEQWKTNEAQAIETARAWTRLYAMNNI
Jurkat NFkB inh = lowers PMA/ionomycin-induced NF-kB signal in Jurkat cells; 0.53% of 330,000 active; PMA/ionomycin-induced NF-kB luciferase reporter, luminescence; inhibition, % at 4 µM
Apaf1 inhib = inhibitors of human Apaf-1 apoptosome; O14727; reconstituted apoptosome caspase-3 activity, DEVD-Rh110 fluorescence; inhibition, % at 20 µM; 0.71% of 330,000 active; active means inhibition of at least 40% at 20 µM;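 further: plate controls were DMSO wells for no effect and DEVD-CHO caspase inhibitor wells for full effect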
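detection = Rh110 fluorescence intensity | test system = biochemical Apaf-1 apoptosome reconstitution | also added = cytochrome c and DEVD-Rh110 substrate | schedule = 30 min plus 50 min, RT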
HKDC1 inh = blocks human hexokinase HKDC1 activity | Q2TB90 | 0.16% of 340,000 active | AID 493160 | inhibition, % at 20 µM | recombinant HKDC1, G6PDH/diaphorase resazurin coupled fluorescence;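 active means inhibition above about 35% when tested at 20 µM, limit read from the data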;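 further: plate controls were DMSO wells with enzyme for no effect and DMSO wells lacking enzyme for full effect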
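Incubation: 90 min at room temperature in dark / Material: recombinant HKDC1 (HK5) hexokinase enzyme, produced in-house / Quantity: enzyme 5 µg/mL final / Compound: one dose of 20 µM, 1% DMSO / Reagent: glucose and ATP substrates / Buffer or medium: Tris pH 8.0 buffer with MgCl2, Tween-20, BSA, BME / Technique: resorufin fluorescence at 613 nm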
Gli-Sufu antag = antagonists of Gli-Sufu signaling; Sufu-KO-LIGHT fibroblasts, Gli luciferase reporter luminescence; inhibition, % at 5 µM; 0.74% of 340,000 active; AID 588413;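 active means inhibition above about 55%, limit read from the data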;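 further: 0% = DMSO-treated cells and 100% = wells with medium but no cells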
SENP7 inh = inhibitors of human SENP7 protease | 1.5% of 330,000 active | recombinant SENP7, Z-RLRGG-aminoluciferin luminescence, 40 min | inhibition, % at 5 µM | AID 434973;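 active means inhibition above about 50% at the single test dose, limit read from the data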;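 further: plate controls were DMSO with enzyme for no effect and no enzyme buffer wells for full effect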
Target sequence (Q9BQF6 706-1050 limits assumed): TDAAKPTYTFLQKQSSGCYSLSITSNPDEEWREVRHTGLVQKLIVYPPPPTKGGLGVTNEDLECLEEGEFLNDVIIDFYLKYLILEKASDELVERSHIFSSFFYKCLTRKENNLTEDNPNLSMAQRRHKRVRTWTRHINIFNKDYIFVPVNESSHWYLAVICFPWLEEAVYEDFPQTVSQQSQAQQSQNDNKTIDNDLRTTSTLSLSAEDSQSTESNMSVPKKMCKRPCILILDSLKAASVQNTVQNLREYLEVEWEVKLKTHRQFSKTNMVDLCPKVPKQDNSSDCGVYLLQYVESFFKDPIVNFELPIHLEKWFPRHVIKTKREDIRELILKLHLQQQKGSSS
* hit, by the source's call. Unless noted, no stated cut-off is given here; in the data, active means inhibition above about 50%; inactive means the rest.

cpd	Structure	SENP7 inh	Apaf1 inhib	697 NFkB inh	UBC13 polyUb
1	O=C(CN1CCN(Cc2ccccc2)CC1)Nc1cccc(Cl)c1	10.0	-1.5	-4.7	-4.6
2	Cc1cc(C)n2nc(SCc3cc(=O)oc4ccc5ccccc5c34)nc2n1	-1.5	0.6	9.9	-5.4
3	Cc1c(Cl)cccc1NC(=O)c1cc(-c2ccccc2O)n[nH]1	34.9	9.2	-65.4	0.5
4	Cc1cc(C)cc(-n2ncc3c2CCCC3NC(=O)CCN2Cc3ccccc3C2=O)c1 (centres undefined)	-4.2	12.6	17.2	2.2
5	Cc1ccc(S(=O)(=O)ON2C(=O)c3cccc4cccc(c34)C2=O)cc1	2.5	16.7	-17.1	22.6
6	COc1ccc(N2CN=C3SCC(=O)N3C2)cc1	-2.5	-5.9	2.5	3.2
7	O=C(O)Cn1cc2c(n1)CCCCC2	7.0	-7.6	10.3	6.3
8	OCC1OC(n2nc3ccccc3n2)C(O)C(O)C1O (centres undefined)	6.0	-0.6	1.9	-2.3
9	O=C1NCCCC1C(=O)N/N=C/c1cccc(O)c1 (centres undefined)	-8.7	7.8	-4.9	-32.4
10	COc1ccc(N(C)S(=O)(=O)c2cccc(C(=O)N3CCN(c4ccccc4)CC3)c2)cc1	-2.7	17.2	2.1	-1.4
11	O=C(c1cc(COc2ccc(F)cc2Cl)on1)N1C[C@H]2CC[C@H]1C2	-1.5	5.4	-43.4	1.1
12	Cc1c(C(=O)N(Cc2ccccc2)Cc2cccs2)cnn1-c1ccc(Cl)cc1	-3.7	12.1	-10.1	3.1
13	CC1=C(C(N)=O)C(c2ccc(F)cc2)n2nc(CCCO)nc2N1 (centres undefined)	-8.3	8.8	-5.1	-2.1
14	Cc1nonc1CN(C)C(=O)c1ccc(OC2CCN(Cc3ccccn3)CC2)cc1	-5.0	-8.5	-5.1	-5.3
15	CC1=NN(c2ccccc2)C(=O)C1C(=O)c1ccc(Cl)cc1 (centres undefined)	-1.8	6.2	3.1	2.6

cpd	Gli-Sufu antag	Jurkat NFkB inh	SENP8 inh	HKDC1 inh
1	6.2	7.3	-4.4	-3.0
2	4.2	6.2	5.4	4.9
3	1.9	-64.5	18.4	-1.9
4	7.8	7.4	3.8	-0.8
5	-32.6	-13.8	2.3	7.5
6	-5.9	-6.9	-0.3	4.8
7	-5.9	7.8	0.7	-8.8
8	3.0	-1.8	-4.0	-12.3
9	-9.5	-7.6	-8.1	5.8
10	46.1	-6.6	-6.3	5.2
11	-55.4	-49.2	2.3	1.8
12	28.4	2.7	3.9	1.6
13	-1.2	-3.2	-14.6	1.2
14	-22.6	3.8	-9.5	2.8
15	11.3	-13.0	-6.1	6.7

Three entries out of the list above, arranged by the value under SENP7 inh, largest number first:
no.	compound	SENP7 inh
8	OCC1OC(n2nc3ccccc3n2)C(O)C(O)C1O (centres undefined)	6.0
11	O=C(c1cc(COc2ccc(F)cc2Cl)on1)N1C[C@H]2CC[C@H]1C2	-1.5
12	Cc1c(C(=O)N(Cc2ccccc2)Cc2cccs2)cnn1-c1ccc(Cl)cc1	-3.7

Later entries.
cpd	Structure	SENP7 inh	Apaf1 inhib	697 NFkB inh	UBC13 polyUb
16	CN(C)c1ccc(/C=C(\NC(=O)c2ccccc2)C(=O)NCCCn2ccnc2)cc1	5.4	4.7	1.2	-6.9
17	c1ccc(-c2ccc(CN3C[C@@H]4C(c5ccccc5)C5(c6ccccc6)CC4(C5)[C@H]3c3ccccc3)cc2)cc1 (some centres undefined)	7.8	12.7	9.1	-32.4
18	CCOC(=O)N1CCN(CC(=O)c2ccc(O)cc2O)CC1	-11.9	-4.7	-7.8	-12.6
19	COc1ccc2c(c1)c(C(=O)CNc1nc(C)cs1)c(C)n2C	12.3	-5.1	11.3	-0.4
20	Cc1ccc(/C=C/C(=O)NC(=S)N2CCN(c3ccc(F)cc3)CC2)cc1	3.3	-10.9	11.3	1.5
21	COc1ccc(C(CC(=O)O)NS(=O)(=O)c2ccc(C)cc2)cc1OC (centres undefined)	2.0	1.6	6.9	-3.1
22	Cc1cc(Sc2ccc([N+](=O)[O-])cn2)ccc1Br	3.3	14.3	14.3	-8.0
23	CC(CNC(=O)c1cccc(Br)c1)n1cncn1 (centres undefined)	7.4	-8.5	-2.3	-7.5
24	O=C(CN1CCN(C/C=C/c2ccccc2)CC1)NCc1ccccc1	4.1	4.9	8.6	-1.5
25	CCCCn1c(N)c(N(CC(C)C)C(=O)c2cccs2)c(=O)[nH]c1=O	2.8	-0.1	8.5	-1.6
26	Cc1ccc(OCC(=O)N/N=C/C=C/c2ccco2)c(Br)c1	-2.0	6.9	3.1	-16.3
27	COc1cccc(-n2c(SCC(=O)N3CCCCC3)nc3c([nH]c4ccccc43)c2=O)c1	-8.0	-4.5	7.9	-10.1
28	CCOc1ccccc1NC(=O)Cn1c(=O)n(-c2ccc(OC)cc2OC)c(=O)c2c(C)c(C(=O)N(CC)CC)sc21	2.5	9.4	2.0	-7.0
29	CCn1c(N)nc2c1c(=O)n(C)c(=O)n2C	-4.1	5.8	8.9	32.4
30	O=C(C[C@@H]1C/C=C/CC[C@@H](Cc2ccc(F)cc2)C(=O)OC[C@H](Cc2ccccc2)NC1=O)N[C@H](CO)Cc1ccccc1	2.3	11.0	-2.6	-0.8

cpd	Gli-Sufu antag	Jurkat NFkB inh	SENP8 inh	HKDC1 inh
16	-17.7	4.1	-1.1	0.9
17	-15.3	11.8	-21.7	2.0
18	-18.4	-10.8	-13.9	-3.6
19	8.9	2.5	0.8	-4.4
20	2.8	15.5	10.7	-6.2
21	1.3	2.1	-0.8	-3.1
22	5.1	61.6*	-0.4	-3.9
23	-5.5	0.7	-14.1	-5.6
24	19.4	12.9	2.3	14.5
25	-7.4	-16.4	-1.2	-3.5
26	2.6	7.5	8.5	3.5
27	4.8	-4.2	20.7	-6.4
28	5.4	-12.3	-2.0	-1.7
29	-7.3	0.2	1.4	-0.9
30	9.4	9.6	1.2	-0.3

(cont.)
cpd	Structure	SENP7 inh	Apaf1 inhib	697 NFkB inh	UBC13 polyUb
31	O=C(c1cnccn1)N(Cc1cccs1)C1(C(=O)NC2CCCCC2)CCCCC1	1.1	1.8	17.5	-1.4
32	Cc1nn(C)cc1C(C(=O)NC1CCCCC1)N(C(=O)Cc1cccs1)c1ccc(Cl)cc1 (centres undefined)	3.5	3.9	26.0	-1.9
33	COc1cc2c(cc1OC)C(c1cc(Br)c(OC)c(OC)c1)CC(=O)N2 (centres undefined)	10.9	-13.9	-0.4	3.7
34	COc1cc(NC(C)CCc2ccccc2)cc(OC)c1OC (centres undefined)	13.2	12.1	-49.8	-3.2
35	Cc1ccccc1Nc1nc(N)nc(COC(=O)CCNS(=O)(=O)c2ccccc2)n1	3.8	6.8	3.8	-0.9
36	CCC(C)NC(=O)C1CCN(S(=O)(=O)N2CCCC2)CC1 (centres undefined)	3.0	-18.6	8.4	7.0
37	Cc1cc([N+](=O)[O-])nn1CC(=O)Nc1ccc(Cl)cn1	-1.2	-23.8	9.2	1.2
38	Clc1nnc2ccc(-c3ccccc3)nn12	9.9	10.2	-24.8	-7.7
39	Cc1ccc(NC(=O)COC(=O)Cc2ccc(Br)cc2)cc1S(=O)(=O)N1CCOCC1	-1.2	8.7	14.5	18.2
40	Cc1ccc(NS(=O)(=O)c2ccc(C)c(NC(=O)COc3ccccc3)c2)c(C)c1	6.9	22.6	-0.3	24.3
41	COc1ccccc1C(=O)Nc1cccc(Oc2c(F)c(F)c(F)c(F)c2F)c1	-6.3	0.4	13.9	7.6
42	CCOC(=O)N1CCN(C(=O)CSCC(=O)N=c2sc3ccccc3n2C)CC1	12.7	-0.2	7.2	1.5
43	CCOC(=O)c1cn(CC)c2cc(N3CCCCC3)c(F)cc2c1=O	-3.6	8.6	-25.9	-1.5
44	C=CCC(NCCCO)c1cccc(OC)c1OC (centres undefined)	-5.8	-1.8	11.6	3.1
45	COc1ccc(S(=O)(=O)N(CC(=O)Nc2ccc(S(=O)(=O)N3CCOCC3)cc2)Cc2ccc(F)cc2)cc1	2.7	-1.2	-7.8	5.5

cpd	Gli-Sufu antag	Jurkat NFkB inh	SENP8 inh	HKDC1 inh
31	14.8	17.6	0.3	0.5
32	3.5	5.2	-6.5	-8.7
33	18.9	10.2	-4.8	-7.4
34	25.2	-16.0	-4.8	16.2
35	10.8	-2.8	-6.1	-2.2
36	4.2	13.3	-2.2	16.3
37	0.2	3.5	-0.9	-4.1
38	7.2	-6.2	1.0	-7.7
39	1.5	10.5	11.5	-1.1
40	1.4	2.9	-6.9	-2.5
41	7.6	-7.0	3.5	-1.0
42	-1.6	-7.5	6.7	-7.2
43	6.7	5.5	-0.5	-1.3
44	-1.8	-9.3	-5.3	-4.8
45	9.2	13.4	1.5	-5.5

Down the list, from the results shown:
SENP7 inh for nos. 34 to 45, in order: 13.2, 3.8, 3.0, -1.2, 9.9, -1.2, 6.9, -6.3, 12.7, -3.6, -5.8, 2.7

(more compounds)
cpd	Structure	SENP7 inh	Apaf1 inhib	697 NFkB inh	UBC13 polyUb
46	COc1ccc(-n2ccsc2=S)cc1	-6.9	-17.7	10.4	6.4
47	CCn1c(SCC(=O)N2CCc3ccccc32)nnc1-c1ccco1	16.9	-3.7	1.7	0.2
48	CCCN(CC(=O)Nc1ccccc1OC)C(=O)c1nc2nc(C)ccn2n1	9.3	3.0	13.7	7.2
49	O=C(Nc1nnc(-c2ccccc2F)s1)C1CCCO1 (centres undefined)	5.2	2.7	-5.2	-2.5
50	COc1ccc(OCCCCOc2ccccc2Cl)cc1	-2.9	-15.8	-7.2	-0.1
51	CCCCNC(=O)N(O)C1N(/N=C/c2ccccc2O)C(=S)SC1(C)C (centres undefined)	2.8	12.4	4.2	-4.7
52	CNC(=O)COc1ccc2oc3c(c2c1)CCCC3	-4.1	5.1	5.1	3.4
53	CCn1c(=O)cc(SCC(=O)NCCCN2CCN(c3ccc(F)cc3)CC2)c2ccccc21	5.9	-3.1	9.0	91.7*
54	O=C(Nc1nccs1)Oc1ccccc1	-0.3	-16.2	5.9	5.3
55	COc1ccc(CCN2CC(C(=O)NC3CCCCC3)CC2=O)cc1OC (centres undefined)	-4.1	-18.6	25.2	14.4
56	CC(=O)c1c(C)[nH]c(C(=O)Nc2cccnc2)c1C	3.5	-3.3	-4.0	11.5
57	Cc1cc(S(=O)(=O)NC2CCCC2)ccc1F	1.8	2.6	11.3	-0.8
58	Cc1ccc2c(C)nc(Nc3nc(CSc4nnc(C)s4)cc(=O)[nH]3)nc2c1	6.8	-17.3	9.4	19.6
59	O=C(NCCc1c[nH]c2ccccc12)c1ccc(S(=O)(=O)NCc2ccco2)cc1	0.3	-1.3	1.1	13.8
60	N/C(=N\OC(=O)c1cc(Br)ccc1Cl)c1ccccn1	33.8	9.6	-159.4	-1.6
61	COc1ccc(CCn2c3c(c(=O)[nH]c2=O)C(NC(=O)c2cccs2)(C(F)(F)F)C(=O)N3)cc1OC (centres undefined)	-11.3	-4.2	4.2	-13.9
62	CCc1ccc(NC2=CC(=O)C(=O)c3ccccc32)cc1	54.9*	91.7*	-62.0	-182.4

cpd	Gli-Sufu antag	Jurkat NFkB inh	SENP8 inh	HKDC1 inh
46	-0.6	3.1	-3.7	-2.8
47	1.4	-11.8	-1.3	-0.6
48	11.2	-13.7	3.7	-5.1
49	-68.1	-24.9	-2.1	3.1
50	-2.5	-6.6	-14.1	-5.5
51	-19.4	4.3	4.8	6.9
52	-10.4	-6.7	1.2	-3.9
53	2.8	5.3	9.8	7.5
54	6.1	5.3	-7.1	5.9
55	11.6	8.6	0.8	-4.8
56	7.7	7.2	-3.7	-5.4
57	4.0	6.5	5.0	-5.1
58	-4.1	-13.6	-3.1	9.8
59	0.4	-7.9	2.4	-3.1
60	-84.6	-117.8	23.8	-11.8
61	1.8	-3.4	-10.4	-9.5
62	-2.3	-10.6	69.9*	22.8

Assay outcomes (PubChem BioAssay)
